Source: PubChem BioAssay
UDG counter – blocks uracil-DNA glycosylase in AID counter-screen | FRET deamination/UDG coupled assay, UDG read, 4 h | Potency, µM (top dose mostly 115 µM), inactives show top-dose activity change, negative = inhibition, usual class: inhibitors | 0.14% of 91,000 active | AID 1347430; note: nearly all actives have a fitted effect of over 65% in size
AID inh – inhibitors of human activation induced cytidine deaminase | Q9GZX7 | AID deamination FRET fluorescence, UDG-coupled, 4 h | Potency, µM (top dose mostly 115 µM), for inactives: at the highest dose activity change, negative = inhibition, hits mostly inhibitors | 0.32% of 91,000 active | AID 1347428; note: nearly all actives have a fitted effect of over 25% in size
Target sequence (Q9GZX7 whole entry, looked up): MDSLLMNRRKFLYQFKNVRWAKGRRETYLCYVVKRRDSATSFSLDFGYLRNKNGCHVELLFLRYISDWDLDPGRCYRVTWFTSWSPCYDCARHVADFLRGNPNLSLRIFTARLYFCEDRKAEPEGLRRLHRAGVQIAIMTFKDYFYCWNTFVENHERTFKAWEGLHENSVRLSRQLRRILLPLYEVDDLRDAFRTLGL
The depositor's hits bear a star; ? = inconclusive; [ ] = dose if it differs, or a comment. Calls come from the whole dose curve; as a rule, active = well fitted curve in the direction sought with a large enough effect; inconclusive = small, poorly fitted or top-dose-only effect, or another doubt; inactive = no such curve, though single readings can be large; an effect the other way counts as inactive or inconclusive. % is set by controls: 0 for no effect and ±100 for the full control effect; potency is the fitted concentration of half-maximal effect. The list is partial, so the mix of outcomes need not match the whole.

cpd | Structure | UDG counter | AID inh
1 | CCOc1ccc(-c2cc3nc(C4CCN(C(=O)OC(C)(C)C)CC4)c(C(=O)Nc4cc(OC)ccc4OC)cn3n2)cc1 | -8.3% | 103.0%[activator]
2 | COc1ccc(/C=C2/C(=O)c3ccccc3OC2c2ccccc2)cc1 (configuration not stated) | -10.6% | -18.1%
3 | Cc1ccc(C(=O)N2CCc3cc(CNC(=O)c4ccccc4F)ccc32)cc1 | -3.6% | -20.2%
4 | Cc1ccc(C23CC4CC(CC(C(=O)NC(C)(C)CO)(C4)C2)C3)cc1 | 1.8% | -6.9%
5 | CC(NC(=O)c1nccnc1N)c1ccc(Cl)cc1 (configuration not stated) | 3.1% | -2.0%
6 | O=C(NCc1ccco1)C1CCN(C(=O)N2CCOc3ccc(Cl)cc32)CC1 | 25.8% | -6.1%
7 | COc1ccc(CC(=O)NCC(c2ccc(Cl)cc2)N2CCOCC2)cc1 (configuration not stated) | 10.7% | 9.8%
8 | O=C(NCCS(=O)(=O)N1CCN(c2ccccc2F)CC1)c1ccccc1C(F)(F)F | -4.3% | -2.5%

More structures
cpd | Structure | UDG counter | AID inh
9 | O=C1CC(c2nnc(Cc3ccc(F)cc3Cl)o2)CN1c1ccccc1 (configuration not stated) | 6.6% | -9.9%
10 | COc1ccc(CNC(=O)c2c(Nc3ccc(OC)cc3OC)sc(C(=O)c3ccc(Cl)cc3)c2N)cc1 | -16.1% | 23.2%
11 | Cc1ccn2c(c1)nc(=O)c1cc(S(=O)(=O)N3CCC(C)CC3)c(Cl)cc12 | 12.2% | 16.0%
12 | Cc1ccc(S(=O)(=O)C=C(c2ccccc2)c2ccccc2)cc1 | -6.0% | -17.1%
13 | NC(=O)c1ccccc1NC(=O)c1ccc(-c2ccccc2)cc1 | -8.9% | -11.6%
14 | COc1ccc(S(=O)(=O)c2c(O)c(C)cc(NC(=O)c3ccccc3)c2C(C)C)cc1 | 9.0% | 11.7%
15 | CCc1cnc2c(c1SC(C)CC)c(=O)n(C)c(=O)n2C (configuration not stated) | 0.0% | ?
16 | Cc1ccc(CCNC(=O)c2ccc(NC(=O)N3CC(C)Sc4ccccc43)cc2)cc1 (configuration not stated) | 8.8% | 4.7%

Further results follow.
cpd | Structure | UDG counter | AID inh
17 | O=C(CCCCCCC(=O)N/N=C/c1ccc(Cl)cc1)N/N=C/c1ccc(Cl)cc1 | 6.9% | -3.8%
18 | NCCCC(=O)O | -7.2% | 5.3%
19 | Fc1ccc(Sc2cc(Sc3ccc(F)cc3)ncn2)cc1 | 0.8% | 22.4%
20 | Cc1cccc(NC(=O)C(c2ccccc2)N2Cc3ccccc3C2=O)c1C (configuration not stated) | -11.4% | ?
21 | CCNC(=O)c1cc2n(n1)CCCN(Cc1ccc(C)cc1)C2=O | -3.3% | -2.4%
22 | O=C(CCn1c(=O)c2sccc2n(CC(=O)Nc2ccccc2)c1=O)Nc1ccc(F)cc1 | -1.9% | -8.7%
23 | CCN(CC(=O)Nc1c(C#N)c(C)c(C)n1Cc1ccco1)CC(=O)NC(C)(C)C | -1.6% | 53.4%[activator]
24 | N#Cc1nc(-c2cccc(Cl)c2)oc1NCCCN1CCOCC1 | -1.1% | -5.2%

By substructure: the compounds so far with an aryl methoxy group
cpd | Structure | UDG counter | AID inh
1 | CCOc1ccc(-c2cc3nc(C4CCN(C(=O)OC(C)(C)C)CC4)c(C(=O)Nc4cc(OC)ccc4OC)cn3n2)cc1 | -8.3% | 103.0%[activator]
2 | COc1ccc(/C=C2/C(=O)c3ccccc3OC2c2ccccc2)cc1 (configuration not stated) | -10.6% | -18.1%
7 | COc1ccc(CC(=O)NCC(c2ccc(Cl)cc2)N2CCOCC2)cc1 (configuration not stated) | 10.7% | 9.8%
10 | COc1ccc(CNC(=O)c2c(Nc3ccc(OC)cc3OC)sc(C(=O)c3ccc(Cl)cc3)c2N)cc1 | -16.1% | 23.2%
14 | COc1ccc(S(=O)(=O)c2c(O)c(C)cc(NC(=O)c3ccccc3)c2C(C)C)cc1 | 9.0% | 11.7%

Further structures:
cpd | Structure | UDG counter | AID inh
25 | O=C(c1cc2ccccc2oc1=O)N1CCN(Cc2cccc(Cl)c2)CC1 | -2.0% | 6.5%
26 | Cc1ccc(-c2nc(C#N)c(NCCCn3ccnc3)o2)cc1 | -3.6% | -1.5%
27 | Cc1nc(-c2ccc(Cl)cc2)sc1CCNC(=O)Cc1ccc(F)cc1 | -25.3% | ?
28 | O=c1[nH]c2cc([N+](=O)[O-])c([N+](=O)[O-])cc2[nH]c1=O | 0.3% | 2.3%
29 | N#CC(C(=O)C1c2ccccc2Oc2ccccc21)c1nc2ccccc2[nH]1 (configuration not stated) | 2.6% | 2.5%
30 | O=C(Nc1c(NC2CCCCC2)c2ccccc2oc1=O)c1cccs1 | 1.6% | 1.2%
31 | Cc1cc(Cl)c2ccc(C)c(C)c2n1 | 3.5% | 2.5%
32 | COCCCNC(=O)c1sc2ncccc2c1-n1cccc1 | 49.8%[activator] | 13.8%

(more compounds)
cpd | Structure | UDG counter | AID inh
33 | CCOCCCNC(=O)NC(C)c1c(-n2cccc2)sc2c1CCN(CC)C2 (configuration not stated) | -7.8% | 197.5%[activator]
34 | c1cncc(CNCc2ccco2)c1 | -5.0% | 0.8%
35 | CC(C)CCC(CCNC1CCC(C)CC1)C1CCOC(C)(C)C1 (configuration not stated) | -8.8% | -19.3%
36 | COc1ccc(CNC(=O)c2ccc(CN3C(=O)C(C)=C(c4ccc(C)cc4)S3(=O)=O)cc2)cc1 | -5.4% | -1.5%
37 | COc1ccc(C)c2sc(N(Cc3cccnc3)C(C)=O)nc12 | 19.4% | -19.3%
38 | COc1ccc(C2CC(=O)Nc3sc(C(=O)Nc4cccc(C(F)(F)F)c4)c(C)c32)cc1O (configuration not stated) | 7.8% | 0.9%
39 | CCOC(=O)C(NC(=O)c1ccc(C(F)(F)F)nc1)C(=O)OCC | 7.7% | 1.7%
40 | O=C(CC1CCCC1)NCCCCNC(=O)CC1CCCC1 | -0.5% | -3.8%

Entries 34 to 37 of the list above:
cpd | Structure | UDG counter | AID inh
34 | c1cncc(CNCc2ccco2)c1 | -5.0% | 0.8%
35 | CC(C)CCC(CCNC1CCC(C)CC1)C1CCOC(C)(C)C1 (configuration not stated) | -8.8% | -19.3%
36 | COc1ccc(CNC(=O)c2ccc(CN3C(=O)C(C)=C(c4ccc(C)cc4)S3(=O)=O)cc2)cc1 | -5.4% | -1.5%
37 | COc1ccc(C)c2sc(N(Cc3cccnc3)C(C)=O)nc12 | 19.4% | -19.3%

The listing continues.
cpd | Structure | UDG counter | AID inh
41 | O=c1c2nncn2ccn1-c1ccc(F)c(F)c1 | -5.5% | 217.2%[activator]
42 | COc1ccccc1NC(=O)C(=O)c1cn(CC(=O)N2CCOCC2)c2ccccc12 | 6.7% | 0.7%
43 | Cc1cccc(CSc2nnc(CCCCCN)o2)c1 | -17.5% | -16.0%
44 | Cc1cc(Cl)ccc1NC(=O)c1ccccc1-c1ccccc1 | -10.5% | -3.0%
45 | CCCCCCCc1ccc(C(=O)NNC(=O)c2ccc(Br)cc2)cc1 | 9.0% | 7.9%
46 | Cn1c(SCc2ccc(F)cc2)nc2ccc(C(=O)NCc3ccccc3)cc21 | -12.1% | -5.6%
47 | Cc1[nH]c2ccccc2c1C(c1ccc(Cl)cc1)c1c(C)[nH]c2ccccc12 | -13.3% | 46.7%[activator]
48 | COc1cc(C(=O)N(Cc2cccnc2)Cc2cc3cc(C)ccc3[nH]c2=O)cc(OC)c1OC | -8.2% | -1.0%

Later entries
cpd | Structure | UDG counter | AID inh
49 | COc1cccc(/C=C/c2nc(C#N)c(N(C)C)o2)c1 | -1.3% | -1.4%
50 | COC(=O)c1ccc(NC(=O)c2c(NCc3ccc(OC)c(OC)c3)sc3c2CCCC3)cc1 | 2.9% | 48.4%[activator]
51 | O=C(Nc1c(Cl)cccc1Cl)c1cccc2c1C(=O)N(C1CCCCC1)C2 | -2.6% | -4.9%
52 | Cc1ccc(NC(=O)CSc2nc3ccccc3nc2N2CCOCC2)cc1 | 14.0% | 12.8%
53 | COc1cc(NC(=O)CN2C(=O)C(c3ccc(Cl)cc3)=NC23CCCCC3)cc(OC)c1 | -15.4% | 7.3%
54 | CC(=O)c1ccc(NC(=O)CSc2nnc(C(C)N3C(=O)COc4ccccc43)n2C)cc1 (configuration not stated) | 14.7% | -0.5%
55 | Cc1cccc(-c2noc(-c3ccc(NCc4ccco4)c([N+](=O)[O-])c3)n2)c1 | ? | -18.4%
56 | O=C(Nc1ccc(F)cc1)[C@H](Cc1ccccc1)N1Cc2ccccc2C1=O | -0.5% | ?

(cont.)
cpd | Structure | UDG counter | AID inh
57 | CCOc1ccc(C(=O)Nc2cc(-c3ccccc3)no2)cc1 | 0.0% | 18.2%
58 | N#Cc1ccc(C(=O)/C=C/c2cccs2)cc1 | 9.7% | -14.7%
59 | CC(C)c1ccc(CNc2ccc(N3CCOCC3)c(C(=O)O)c2)cc1 | -4.2% | -6.9%
60 | CCOC(=O)C1CCN(C(c2ccc(OCC)cc2)c2c(O)cc(C)n(CCOC)c2=O)CC1 (configuration not stated) | -23.5% | 5.4%
61 | Cc1cccc(N(C)C(=O)CCS(=O)(=O)c2ccc3c(c2)n(C)c(=O)c(=O)n3C)c1 | -2.1% | -7.6%
62 | Cc1ccc(N)cc1[N+](=O)[O-] | 3.7% | 13.9%
63 | C=CCNc1nc(C(=O)OCC(=O)NCc2cccc(Cl)c2)cs1 | -2.6% | 3.4%
64 | Cc1ccc(C(=O)COC(=O)c2cccc(NC(=O)c3ccc(Cl)cc3Cl)c2)cc1 | 7.7% | 25.6%

Structural class, the entries above with a tert-butyl group (two)
cpd | Structure | UDG counter | AID inh
1 | CCOc1ccc(-c2cc3nc(C4CCN(C(=O)OC(C)(C)C)CC4)c(C(=O)Nc4cc(OC)ccc4OC)cn3n2)cc1 | -8.3% | 103.0%[activator]
23 | CCN(CC(=O)Nc1c(C#N)c(C)c(C)n1Cc1ccco1)CC(=O)NC(C)(C)C | -1.6% | 53.4%[activator]

Following part.
cpd | Structure | UDG counter | AID inh
65 | O=C(O)c1cc2sc3ccccc3c2s1 | 5.5% | 0.7%
66 | Cc1cccc(/C=C/c2onc(C)c2S(=O)(=O)N2CCC(C(=O)N3CCCCC3)CC2)c1 | 18.1% | ?
67 | COc1cc(/C=C(/C#N)C(=O)c2ccccc2)cc(Cl)c1OC(C)C | -7.9% | -15.3%
68 | O=C(/C=C/c1ccc2oc3ccccc3c2c1)c1ccccc1 | 6.7% | -8.4%
69 | O=C1C(=O)N(C2CCN(C(=O)c3ccc(F)cc3)CC2)CCN1Cc1ccc(F)cc1 | 28.7% | 12.8%
70 | Cc1ccc(-c2nc(CC(=O)NC3CCCC(C(F)(F)F)C3)cs2)cc1 (configuration not stated) | ? | 35.3%[activator]
71 | O=C(NCCOCCn1c(=O)oc2ccccc21)Nc1cccc(Cl)c1 | 8.7% | 17.2%
72 | Cc1cc(NCc2ccccn2)n2nc(C)c(-c3ccccc3Cl)c2n1 | 2.3% | -3.5%

Single records, as listed above. Order of screens: UDG counter	AID inh
Entry for `Cc1cc(NCc2ccccn2)n2nc(C)c(-c3ccccc3Cl)c2n1` = 2.3%	-3.5%
Entry for `Cc1cccc(/C=C/c2onc(C)c2S(=O)(=O)N2CCC(C(=O)N3CCCCC3)CC2)c1` = 18.1%	?
Entry for `COc1cc(/C=C(/C#N)C(=O)c2ccccc2)cc(Cl)c1OC(C)C` = -7.9%	-15.3%

The list goes on.
cpd | Structure | UDG counter | AID inh
73 | O=C(O)c1ccc(CSc2cc(Cl)ccc2Cl)cc1 | 9.3% | -8.3%
74 | O=C(O)CCCNS(=O)(=O)c1ccc(Cl)c(C(F)(F)F)c1 | 2.8% | 4.7%
75 | CCCCCC1CCC(c2ccc(C#Cc3ccc(OC(F)F)cc3)cc2)CC1 (configuration not stated) | 9.8% | 3.8%
76 | NC(=O)c1cc(Cl)ccc1OCC(=O)N1CCC1 | -18.0% | -18.4%
77 | COCCOc1ccc(C(=O)/C=C/c2ccc(O)cc2)cc1OC | 9.1% | 1.6%
78 | CN(C)C(=S)Cc1ccccc1 | -3.5% | 1.4%
79 | COc1ccc(CC(=O)NCc2nc3cccnc3n2Cc2ccc(F)cc2)cc1OC | 8.8% | 26.4%
80 | Cc1nn(CC(=O)O)c2nc(-c3cnn(C)c3C)cc(C(F)F)c12 | 7.9% | -3.1%

New compounds follow
cpd | Structure | UDG counter | AID inh
81 | Cc1ccc(C)c(N2CCN(c3nccn4nc(-c5ccc(Br)cc5)cc34)CC2)c1 | -19.0% | -3.2%
82 | CC(C)Cn1cc(NC(=O)NCc2ccc(Cl)cc2)c2ccccc2c1=O | -4.8% | 30.2%[activator]
83 | Cc1ccc(C)c(NC(=O)c2ccc3c(O)c(S(=O)(=O)c4ccc(Cl)cc4)c(=O)[nH]c3c2)c1 | -4.8% | -22.3%
84 | COc1ccccc1NC(=O)c1c(NCc2ccc(OC)c(OC)c2OC)sc2c1CCCC2 | 1.6% | 3.5%
85 | Cc1ccc(-c2csc3ncnc(Sc4nnc(C5CC5)o4)c23)cc1 | -1.8% | -13.0%
86 | Cc1cc(C)cc(NC(=O)c2ccc3c(O)c(S(=O)(=O)c4ccccc4)c(=O)[nH]c3c2)c1 | 11.5% | -19.5%
87 | Cc1oc(-c2ccccc2)nc1CNC(=O)c1ccccc1 | -0.7% | -1.9%
88 | CC(C)(C)C1CCC(C(=O)NCCc2c[nH]c3ccccc23)CC1 (configuration not stated) | -5.8% | -9.8%
89 | CCCNc1c(NC(=O)Nc2cc(C)cc(C)c2)c(=O)oc2ccccc12 | -8.3% | -2.7%
90 | CCc1ccccc1NC(=O)CSc1nnc(-c2ccc(OC)cc2)s1 | 7.1% | 3.5%
